Rab9 promoter act – qHTS Assay for Rab9 Promoter Activators; Potency, µM (titrated, usually from 9.22 µM), for the others: at the highest dose activation, negative = inhibition, hits mostly activators; AID 485297, 2010; 320,000 tested, 2.8% active; Huh7 Rab9 promoter-luciferase reporter, luminescence, 24 h; also: potency is read from the fitted curve at half-maximal effect; % of control where 0% means no effect; nearly all actives have a fitted effect of over 60% in size
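Luciferase signal after 10 min detection reagent at ambient indicates Rab9 promoter upregulation; stably transfected Huh7 cells were treated 24 h with compound in DMSO at 37 °C, 5% CO2.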
RORg inh – qHTS for inhibitors of ROR gamma transcriptional activity | Drosophila S2 Gal4-RORgamma UAS-luciferase reporter, 20 h | Potency, µM (highest dose often 53.6 µM), inactives show top-dose activity change, negative = inhibition, usual class: inhibitors | 310,000 tested, 5.4% active; also: potency is read from the fitted curve at half-maximal effect; % is scaled to controls: 0 for no effect and ±100 for the full control effect; nearly all actives have a fitted effect of over 60% in size
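Compounds are pin-transferred onto Drosophila Schneider cells expressing a copper-inducible Gal4–ROR gamma transactivation domain fusion. After 1 hr, copper sulfate is added to 700 uM final; luciferase is read 20 hr later.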
FLuc modulator – qHTS profiling assay for firefly luciferase inhibitor/activator using purifed enzyme and Km concentrations of substrates (counterscreen for miR-21 project); Luciferin 4-monooxygenase (Photinus pyralis), P08659; purified FLuc, Km substrates, luminescence inhibition; Potency, µM (highest dose often 57.5 µM), without a hit: at the top dose activity change, negative = inhibition, most hits filed as inhibitors; 360,000 tested, 6.9% active; AID 588342, 2011;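 also: potency is read from the fitted curve at half-maximal effect; plate controls were vehicle for no effect and reference inhibitor for full effect; nearly all actives have a fitted effect of over 55% in size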
Target sequence (P08659 whole entry, looked up): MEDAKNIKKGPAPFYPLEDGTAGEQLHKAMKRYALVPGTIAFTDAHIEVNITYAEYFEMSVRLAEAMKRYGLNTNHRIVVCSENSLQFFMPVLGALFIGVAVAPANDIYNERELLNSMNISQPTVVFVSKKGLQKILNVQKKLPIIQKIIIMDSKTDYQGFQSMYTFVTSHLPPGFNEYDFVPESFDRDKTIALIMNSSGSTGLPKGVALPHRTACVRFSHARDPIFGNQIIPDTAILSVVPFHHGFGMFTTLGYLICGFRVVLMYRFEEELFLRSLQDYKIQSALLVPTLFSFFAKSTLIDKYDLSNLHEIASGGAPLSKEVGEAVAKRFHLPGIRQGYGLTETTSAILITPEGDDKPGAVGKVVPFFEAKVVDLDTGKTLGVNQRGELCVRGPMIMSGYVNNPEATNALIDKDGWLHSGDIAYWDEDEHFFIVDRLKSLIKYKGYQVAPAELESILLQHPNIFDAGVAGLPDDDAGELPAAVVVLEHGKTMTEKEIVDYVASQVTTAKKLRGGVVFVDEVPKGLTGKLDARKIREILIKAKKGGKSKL
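Purified P. pyralis luciferase (10nM final) with 10uM D-luciferin and 10uM ATP (Km levels) in 50mM Tris acetate pH 7.5, 10mM Mg acetate, 0.01% Tween-20, 0.05% BSA; qHTS 6-point titration, ~60 µM downward; luminescence read.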
VP16 counter – VP16 counterscreen qHTS for inhibitors of ROR gamma transcriptional activity; Drosophila S2 Gal4-VP16 UAS-luciferase, luminescence, 20 h; Potency, µM (doses to about 53.6 µM), for inactives: at the highest dose activity, negative = inhibition, most hits filed as inhibitors; 310,000 tested, 3.5% active; AID 2546, 2010;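 also: Gal4-VP16 expression switched on by copper sulfate through the metallothionein promoter; potency is read from the fitted curve at half-maximal effect; % is scaled to controls: 0 for no effect and ±100 for the full control effect; nearly all actives have a fitted effect of over 50% in size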
Giardia kill – Small Molecules that selectively kill Giardia lamblia: qHTS. 340,000 tested, 0.15% active. AID 540267, 2011. Giardia lamblia trophozoite viability. activity change, % at 7.66 µM, hits read low; in the data active = activity change below about -80%; inconclusive = between about -30% and that limit;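 also: parasites exposed to compound for two days anaerobically before the ATP read; % is scaled to controls: 0 for no effect and ±100 for the full control effect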
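Anaerobic 48 hrs incubation at 37 deg C of 100 trophozoites/well with test compounds; ATPLite 1-Step luminescence, 15-30 min RT, reports cellular ATP as viability.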
p53 reactivator – qHTS assay for re-activators of p53 using a Luc reporter. AID 504706, 2011. 320,000 tested, 0.063% active. Potency, µM (highest dose often 92.2 µM), for the others: at the highest dose activity change, positive = activation, most hits filed as activators. H1299 p53-A138V BP100-luciferase reporter, luminescence, 24 h; also: potency is read from the fitted curve at half-maximal effect; % of control where 0% means no effect; nearly all actives have a fitted effect of over 45% in size
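p53-null H1299 cells stably carrying temperature-sensitive p53-A138V and a BP100-luciferase reporter were pinned with compounds (4-point, 1:5 series) and held 24 hrs at 37 deg C. Luminescence was read 10 min after detection reagent.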
PKM2 act – qHTS Assay for Activators of Human Muscle isoform 2 Pyruvate Kinase; Potency, µM (top dose mostly 57.5 µM), for inactives: top-dose activation, most hits filed as activators; AID 1631, 2009; purified PKM2, Kinase-Glo ATP luminescence, activation; response scale: 0% is enzyme alone, no compound; 260,000 tested, 0.34% active; Pyruvate kinase PKM (Homo sapiens), P14618; also: potency is read from the fitted curve at half-maximal effect; % is scaled to controls: 0 for no effect and ±100 for the full control effect; nearly all actives have a fitted effect of over 55% in size
Target sequence (P14618 whole entry, looked up, canonical isoform): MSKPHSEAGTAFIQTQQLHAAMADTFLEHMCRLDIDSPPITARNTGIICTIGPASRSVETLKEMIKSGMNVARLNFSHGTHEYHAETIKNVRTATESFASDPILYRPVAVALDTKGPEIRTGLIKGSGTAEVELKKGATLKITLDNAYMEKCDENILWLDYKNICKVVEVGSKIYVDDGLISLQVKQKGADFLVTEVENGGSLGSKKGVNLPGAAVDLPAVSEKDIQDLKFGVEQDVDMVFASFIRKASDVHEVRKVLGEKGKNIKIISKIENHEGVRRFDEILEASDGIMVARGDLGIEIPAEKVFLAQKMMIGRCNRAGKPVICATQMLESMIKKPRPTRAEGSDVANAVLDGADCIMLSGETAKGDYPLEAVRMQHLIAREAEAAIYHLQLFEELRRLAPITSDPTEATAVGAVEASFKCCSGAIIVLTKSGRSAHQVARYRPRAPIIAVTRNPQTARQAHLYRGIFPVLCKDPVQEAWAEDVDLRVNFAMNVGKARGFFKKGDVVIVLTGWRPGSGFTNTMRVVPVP
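Purified hPK-M2 (>95% pure) converted ADP (0.1 mM final) to ATP with 0.5 mM PEP in 50 mM imidazole pH7.2, KCl, MgCl2, Tween 20, BSA; 1 h at room temperature. ATP detected by Kinase-Glo luminescence.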
ELG1 genotoxic – qHTS screen for small molecules that induce genotoxicity in human embryonic kidney (HEK293T) cells expressing luciferase-tagged ELG1. Potency, µM (series often up to 46 µM), for the others: top-dose activity change, positive = activation, actives largely listed as activators. HEK293T ELG1-luciferase reporter, luminescence, 16 h. 330,000 tested, 1.3% active; also: potency is read from the fitted curve at half-maximal effect; % of control where 0% means no effect; nearly all actives have a fitted effect of over 60% in size
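HEK293T cells expressing luciferase-tagged ELG1 were treated with compound or DMSO for 16 hr at 37°C. Luciferase activity was then read after 30 min with ONE-Glo at room temperature; rising signal flags genetic stress.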
BRCA1 expr act – qHTS Assay to Identify Small Molecule Activators of BRCA1 Expression; MCF7-BRCA1-FFLuc reporter, luminescence, 48 h; response scale: scaled: vehicle 0%, 10 µM genistein 100%; Potency, µM (titrated, usually from 46.1 µM), for inactives: top-dose activation, usual class: activators; 380,000 tested, 1.1% active; AID 624202, 2012; also: potency is read from the fitted curve at half-maximal effect; nearly all actives have a fitted effect of over 80% in size; some results filed as inactive show a strong effect at the top dose
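Cells: MCF7-BRCA1-FFLuc, 2000/well. Exposure: 48 h, 37 °C, 5% CO2. Read: luminescence, 15 min post-substrate. Controls: genistein 10 microM (maximal activation), DMSO (neutral).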
NPC1 prom act – qHTS Assay for NPC1 Promoter Activators; Huh7 NPC1 promoter luciferase reporter, 24 h; Potency, µM (top dose mostly 9.22 µM), without a hit: top-dose activation, usual class: activators; 320,000 tested, 2.4% active; AID 485313, 2010;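 also: potency is read from the fitted curve at half-maximal effect; % of control where 0% means no effect; nearly all actives have a fitted effect of over 60% in size; reporter is driven by a mutant NPC1 promoter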
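Luciferase expression driven by the NPC1 promoter was measured in stably transfected Huh7 cells after a 24 h compound incubation, using a luciferase reagent and a luminescence read.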
Menin MLL FP TR – qHTS Assay for Inhibitors Targeting the Menin-MLL Interaction in MLL Related Leukemias: Competition With Texas Red Labeled MLL-derived Mutant Peptide; O00255; Menin + Texas Red MLL mutant peptide, fluorescence polarization; Potency, µM (titrated, usually from 61.6 µM), without a hit: at the highest dose FP activity change, negative = inhibition, actives largely listed as inhibitors; 270,000 tested, 0.23% active; AID 1768, 2009; active = well fitted inhibition curve with a large enough effect in the polarisation, with a control signal flat, not every such curve was filed as active; inconclusive = small, poorly fitted or top-dose-only effect, or effect the other way, or a change in a side signal; inactive = no such curve, though single readings can be large or run the other way; the % refers to the polarisation; also: potency is read from the fitted curve at half-maximal effect; % of control where 0% means no effect; many of its hits are not listed in these tables
An asterisk follows results filed as active; ? = inconclusive; nt = no result given; & = joins results of further samples; [ ] = remark or other dose. Unless noted, calls follow the shape of the dose curve; as a rule, active = well fitted curve in the direction sought with a large enough effect; inconclusive = small, poorly fitted or top-dose-only effect, or another doubt; inactive = no such curve, though single readings can be large; an effect the other way counts as inactive or inconclusive. An excerpt; count on the stated rates, not on these rows.

Structure,Rab9 promoter act,RORg inh,FLuc modulator,VP16 counter,Giardia kill,p53 reactivator,PKM2 act,ELG1 genotoxic,BRCA1 expr act,NPC1 prom act,Menin MLL FP TR
O=S(=O)(c1ccccc1)c1nc(-c2ccccc2)oc1N1CCCCC1,1.8%,0.0%,3.6%,3.7%,-23.0,12.4%,6.3%,5.5%,0.4%,-0.9%,-11.7%
COc1ccccc1C(=O)OCC(=O)NC(=O)NC1CCCCC1,-0.7%,nt,2.6%,nt,-2.2,0.6%,nt,-2.0%,0.0%,-1.4%,nt
Clc1ccc2nc(CSc3ccccc3)cn2c1,0.316µM*,14.1µM*,0.849µM*,?,2.4,-7.8%,5.0%,0.82µM*,5.8%,0.501µM*,2.7%
CCOc1ccc2cc(S(=O)(=O)N3CCCCC3)ccc2c1,-7.0%,?,6.3%,0.0%,4.1,-5.7%,nt,-12.3%,-19.5%,-1.7%,-7.1%
C1CCN(c2nc3nonc3nc2NCC2CCOCC2)CC1,-5.7%,?,-1.6%,0.5%,0.7,-4.4%,2.1%,1.5%,-20.9%,0.9%,1.6%
CC(C)c1ccc(NC(=O)Cc2c(C(=O)O)n(C)c3ccccc23)cc1,0.6%,21.8%,-19.1%,-3.2%,2.9,0.6%,nt,5.8%,-13.5%,0.6%,?
COc1ccc2c(c1)cc1n2CCN=C1N,3.7%,-5.0%,5.3%,-5.1%,1.0,6.6%,3.8%,0.2%,12.1%,1.7%,-2.2%
CCn1c(SCC(=O)Nc2ccc3c(c2)oc2ccccc23)nnc1-c1ccc(N)cc1,3.6%,22.7%,2.69µM*,-3.4%,-4.7,-3.0%,7.8%,-9.2%,-29.4%,-5.0%,?
CC(C)c1ccc(CN2CCN(S(=O)(=O)c3ccc(Cl)s3)CC2)cc1,0.7%,nt,nt,nt,27.1,?,nt,-0.6%,-38.4%,0.4%,nt
C[C@@H](C(=O)NCc1ccccn1)[C@@H]1C[C@@]1(C)[C@@H](NC(=O)OCc1ccccc1)c1ccccc1,-2.2%,?,0.2%,-7.8%&-1.9%,7.3,0.2%,-3.9%&-4.6%,-0.5%,0.0%,-2.2%,0.6%&-0.5%
Cc1cc(C)c2nc(N3CCC(C(=O)N4CCCC4)CC3)sc2c1,-7.2%,-20.3%,?,-3.7%,11.4,10.3%,-1.5%,0.0%,32.5%,0.8%,1.0%
OC[C@H]1O[C@@H](Oc2cc(O)cc(/C=C/c3ccc(O)cc3)c2)[C@H](O)[C@@H](O)[C@@H]1O,2.5%,-42.0%,19µM*,11.4%,nt,nt,nt,nt,nt,4.0%,-0.5%
COc1cccc(OC)c1OCCCNC1CCCC1,-3.8%,-24.8%,-0.1%,-10.9%,15.0,2.1%,-1.1%[11.5 µM],-0.4%,0.0%,0.8%,-7.9%
CCn1c(=S)sc2c(=O)n(CC(=O)Nc3cc(OC)ccc3OC)c(C)nc21,0.3%,-0.8%,2.1%,-0.8%,15.9,-1.1%,8.3%,-11.9%,-5.4%,1.1%,?
Cn1c(CSCc2ccc(Cl)cc2)n[nH]c1=S,-4.5%,2.82µM*,-0.2%,12.6µM*,2.0,11.4%,5.8%,-10.0%,16.4%,-0.6%,0.2%
COc1cc(/C(C)=N/Nc2ccc(C(=O)O)cc2)cc(OC)c1OC,?,?,?,?,-9.4,22.5%,-3.2%,?,39.8%,?,-5.9%
CC1=C(C(=O)NCCCOC(C)C)C2(CCC(C)CC2)OC1=O (configuration not stated),-1.8%,18.8%,-0.5%,10.0%,5.3,-0.8%,-2.9%,-10.7%,0.9%,-0.1%,22.4%
CC(=O)c1cccc(N(CC(=O)NC2CCCCC2)C(=O)CCC(=O)Nc2nc(C)cs2)c1,0.2%,-6.3%,0.0%,-5.4%,-10.9,-1.7%,nt,0.7%,-11.4%,-3.9%,nt
CCc1nnc(NC(=O)CSc2nnnn2-c2cccc(C(C)=O)c2)s1,-1.7%,11.0%,-19.3%,-21.5%,7.0,-2.1%,-1.8%,0.5%,-5.3%,-3.3%,0.0%
CCOC(=O)c1c(N2CCN(c3ccccc3)CC2)cc(C)nc1C,-5.6%,-4.4%,5.5%,20.8%,-7.5,nt,-2.2%,-4.4%,0.9%,-3.3%,-10.0%
CCOc1ccccc1N1CC(C(=O)Nc2ccccc2N2CCCC2)CC1=O (configuration not stated),10.9%,nt,1.4%,nt,-3.9,-4.7%,nt,1.4%,-15.6%,0.5%,nt
CCN(CC)c1ccc2cc(/C(N)=N/NC(=O)c3cccs3)c(=O)oc2c1,-1.3%,-11.9%,-2.8%,29.5%,nt,4.0%,1.5%,-1.8%,nt,-12.3%,nt
CCC(=O)N1CCc2cc(S(=O)(=O)NC(Cc3ccccc3)C(=O)NC3CCCC3)ccc21 (configuration not stated),2.9%,0.0%,6.9%,-1.0%,-1.7,-3.1%,0.0%,1.7%,-27.3%,-3.5%,19.6%
Cc1cc(C(F)(F)F)nn1CC(=O)NNC(=S)Nc1ccc(Cl)cc1,-6.8%,?,12.3%,-24.9%,-5.9,20.9%,3.6%,0.4%,-6.5%,1.3%,27.2%
O=C(O)c1ccc(S(=O)(=O)c2ccc(Sc3ccc(C(=O)O)c(C(=O)O)c3)cc2)cc1,-7.5%,-6.4%,10.7µM*,4.3%,-16.6,-1.0%,0.0%,0.0%,0.0%,-6.6%,-9.9%
Clc1cccc(OCCn2cncn2)c1Cl,0.8%,16.6%,1.8%,-8.6%,-0.9,-14.8%,-0.4%,-2.0%,-15.3%,-2.7%,-11.4%
CCN(CC)CCCn1c(=S)[nH]c2ccccc2c1=O,4.9%,?,2.4%,-2.6%,21.1,-4.7%,17.0%,1.1%,7.0%,-2.0%,-1.1%
CCCCCn1c(C(Cc2ccccc2)NC(=O)COC)nc2ccccc21 (configuration not stated),-2.0%,31.6µM*,0.3%,?,-17.5,-0.1%,2.5%,-0.3%,-15.9%,3.0%,-24.2%
Cc1nn(-c2ccccc2)c(C)c1NC(=O)COC(=O)c1cccc(OC(F)F)c1,0.1%,nt,5.0%,nt,13.8,1.2%,nt,2.4%,-5.4%,-0.2%,nt
CCCC(=O)Nc1nnc(-c2ccc3c(c2)OCCO3)o1,1.5%,?,15.1µM*,-12.5%,-7.4,19.5%,-0.8%,-4.8%,6.31µM*,16.0%,-10.0%
COc1ccc(CSCC(=O)NCCC(C)C)cc1,-0.9%,-2.1%,-0.8%,-9.7%,-10.8,-1.1%,-0.9%,0.0%,-11.3%,-6.9%,2.5%
CS(=O)(=O)N1CCN(c2ccc([N+](=O)[O-])c(SCc3ccco3)c2)CC1,4.6%,24.7%,2.3%,-10.0%,-23.5,3.4%,17.9%,2.8%,-23.1%,1.8%,?
COc1ccc(-c2nc(NC(=O)c3ccc(OCC(=O)N4CCOCC4)c(OC)c3)sc2C)cc1,-1.5%,5.3%[10 µM],-13.4%,-8.7%,?,-9.7%,0.6%,-11.6%,-72.3%,-3.2%,4.5%
CCOC(=O)C1=C(COC(=O)COc2ccc(Br)cc2)NC(=O)NC1C (configuration not stated),12.5%,nt,-1.5%,nt,-7.9,-2.7%,nt,-3.5%,16.3%,19.4%,nt
CC(C)c1nc2oc3c(NCC4CCCO4)ncnc3c2c2c1COC(C)(C)C2 (configuration not stated),5.0%,-7.7%,4.1%,-6.0%,1.1,17.1%,-0.6%,2.7%,-0.4%,-2.8%,-7.6%
Cc1cc(C)cc(C(=O)N2CCN(Cc3ccc4c(c3)OCO4)CC2)c1,7.8%,-18.2%,-1.0%,-5.3%,7.1,-28.3%,5.0%[11.5 µM],-2.2%,-18.0%,-3.1%,-17.9%
CN(C)S(=O)(=O)c1ccc(NC(=O)CN2C(=O)NC3(CCCC3)C2=O)cc1,2.2%,-1.2%,-0.4%,-6.0%,13.5,1.7%,1.6%,-7.3%,-21.6%,-2.7%,11.8%
CCSc1nc2ccccc2n1C(=O)/C=C\c1ccc(OC)c(OC)c1,-21.3%,10µM*,-13.3%,10µM*,6.2,-13.0%,1.5%,?,-86.8%,-17.3%,6.0%
Cn1cccc1Cc1nnc(SCC(=O)N2CCc3ccccc32)n1-c1ccc(F)cc1,-5.2%,27.7%,-1.4%,-6.6%,-2.2,0.4%,4.5%,-9.9%,-13.2%,1.1%,-22.5%

Screening data (PubChem BioAssay)
